Screening results (PubChem BioAssay)
OX1R antag-1: antagonists of human orexin 1 receptor (OX1R); Orexin/Hypocretin receptor type 1 (Homo sapiens), O43613; OX1R-expressing cells, FRET antagonist read-out; inhibition, % at 6.6 µM; actives 1.8% (n = 330,000); AID 485270, 2010; in the data active = inhibition mostly above about 38%, no sharp cut-off; inactive = mostly below about 40%;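 note: 0% = agonist challenge alone and 100% = reference antagonist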
Target sequence (O43613 whole entry, looked up): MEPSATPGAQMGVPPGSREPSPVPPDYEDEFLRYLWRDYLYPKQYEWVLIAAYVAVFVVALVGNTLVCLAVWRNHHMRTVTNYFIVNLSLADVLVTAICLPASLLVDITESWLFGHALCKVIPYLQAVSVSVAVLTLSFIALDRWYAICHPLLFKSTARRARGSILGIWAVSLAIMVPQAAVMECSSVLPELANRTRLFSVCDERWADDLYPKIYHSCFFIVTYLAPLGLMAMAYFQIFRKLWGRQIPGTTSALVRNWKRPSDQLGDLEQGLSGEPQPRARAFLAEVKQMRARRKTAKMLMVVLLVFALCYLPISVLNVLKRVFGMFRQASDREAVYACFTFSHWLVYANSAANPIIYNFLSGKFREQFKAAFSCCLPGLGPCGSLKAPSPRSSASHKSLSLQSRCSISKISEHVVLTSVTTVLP
OX1R antag-2: OX1R (HCRTR1) antagonists, primary screen, fluorescence, CHO/OX1R cells, Fluo-8 calcium, orexin A; Fluo-8 calcium fluorescence; inhibition, % at 5 µM; actives 0.43% (n = 330,000); AID 434989, 2010;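 active = inhibition above its plate's threshold, mean inhibition of all tested compounds on the plate plus 3 SD, cut at about 37% in these data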;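 note: 0% = orexin A challenge wells and 100% = SB-334867-A antagonist wells; not every result past the cut was called active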
CHT allo act: CHT positive allosteric modulators, primary screen, cell-based, membrane potential dye, choline EC20; actives 0.49% (n = 310,000); High affinity choline transporter 1 (Homo sapiens), Q9GZV3; CHT-expressing cells; hits give high values; LV-AA mutant CHT in HEK293 cells; B-score at 10 µM; AID 488977, 2010;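 active = initial fluorescence not abnormally high and integrated response B-score, plate-corrected, over 3 SD above library mean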
Target sequence (Q9GZV3 whole entry, looked up): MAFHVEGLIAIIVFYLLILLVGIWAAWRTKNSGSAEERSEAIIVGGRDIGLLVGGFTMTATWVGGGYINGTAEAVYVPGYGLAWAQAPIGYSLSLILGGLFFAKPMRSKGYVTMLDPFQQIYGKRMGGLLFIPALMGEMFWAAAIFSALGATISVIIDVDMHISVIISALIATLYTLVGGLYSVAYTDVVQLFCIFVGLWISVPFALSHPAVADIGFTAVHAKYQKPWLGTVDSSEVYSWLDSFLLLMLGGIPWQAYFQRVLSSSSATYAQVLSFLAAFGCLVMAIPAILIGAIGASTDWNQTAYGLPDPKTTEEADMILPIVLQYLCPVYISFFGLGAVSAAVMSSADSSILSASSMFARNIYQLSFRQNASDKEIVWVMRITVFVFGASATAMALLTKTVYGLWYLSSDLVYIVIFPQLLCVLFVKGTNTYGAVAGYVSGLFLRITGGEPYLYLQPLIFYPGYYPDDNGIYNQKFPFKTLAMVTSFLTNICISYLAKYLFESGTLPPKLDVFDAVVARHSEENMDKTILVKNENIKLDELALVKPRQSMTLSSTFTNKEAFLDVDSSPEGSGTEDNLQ
* marks the source's active call; other numbers are inactive results; i = inactive; · = no result given. Rows were taken by chance, and some 2.5% of all compounds hit somewhere here.

SMILES	OX1R antag-1	OX1R antag-2	CHT allo act
CCCCn1c(N)c(N(CC)C(=O)c2cccc(OC)c2)c(=O)[nH]c1=O	-4	-16	i
COc1ccc(C/C(O)=C(\C#N)c2nc3ccccc3s2)cc1	22	9	i
Cc1cccc(OCC(=O)Nc2ccc(S(=O)(=O)N3CCCC3)cc2)c1	2	-6	i
Cc1ccc(-c2c3c(=O)n(C)c(=O)n(C)c3cn2Cc2cccnc2)cc1	5	-25	i
O=C(O)c1ccc(/C=N/Nc2ccc(F)cc2F)cc1	-11	-1	i
Nn1c(SCC(=O)NC2CCCCC2)nnc1-c1ccccc1	8	-8	i
Cn1cc([N+](=O)[O-])c(C(=O)Nc2ccc3nc(-c4ccccc4)[nH]c3c2)n1	26	-24	i
O=C1c2cccc3cccc(c23)C(=O)N1CCCCCc1n[nH]c(=S)o1	47	-35	i
COc1ccc(CCNC(=O)Cn2cnc3scc(-c4ccccc4)c3c2=O)cc1OC	36	-24	i
COc1ccc2[nH]c(=O)c3c(c2c1)OC(C)(C)C=C3	25	-16	i
CC(NC(=O)C(=O)Nc1nccs1)c1ccccc1 (stereo unspecified)	34	1	i
O=C(NN=C1CCCCCCCCCCC1)c1cccnc1	26	-19	i
O=C(c1cc(-c2cccnc2)nc2ccccc12)N1CCCc2ccccc21	15	-44	i
CCOC(=O)c1nc(-c2ccc(OC)c(OC)c2)no1	-3	-13	i
CC(NS(=O)(=O)c1ccc2c(c1)OCCCO2)C(=O)O (stereo unspecified)	3	-15	i
O=C(Nc1ccc(S(=O)(=O)N2CCOCC2)cc1)c1ccco1	35	-8	i
Cn1cccc1CC(=O)N/N=C\c1c2ccccc2cc2ccccc12	39*	-14	i
CC(=O)C1=C(O)C(=O)N(c2nccs2)C1c1ccccc1 (stereo unspecified)	34	-16	i
CC(=O)Nc1ccc(S(=O)(=O)N(CC(=O)Nc2cc(C)on2)Cc2ccc(F)cc2)cc1	11	-22	i
Cc1ccc(NC(=S)Nc2ccccn2)c(C)c1	5	-20	i
O=C(NCc1ccncc1)Nc1ccc2c(c1)OCO2	13	-5	i
O=C(COc1ccc2ccc(=O)oc2c1)Nc1cccnc1	4	12	i
COc1ccc(-c2cc(=O)oc3cc(OCC(=O)N[C@@H](Cc4c[nH]c5ccccc45)C(=O)O)ccc23)cc1	9	8	i
Cc1ccc(S(=O)(=O)Nc2cc(C)nn2-c2ccccc2)cc1	5	-22	i
COc1ccccc1NC(=O)CCCCCN1C(=O)c2cccc([N+](=O)[O-])c2C1=O	29	-11	i

Whole records, quoted from the list.
CC(NC(=O)C(=O)Nc1nccs1)c1ccccc1 (stereo unspecified) is listed as OX1R antag-1: 34; OX1R antag-2: 1; CHT allo act: i
O=C(c1cc(-c2cccnc2)nc2ccccc12)N1CCCc2ccccc21 is listed as OX1R antag-1: 15; OX1R antag-2: -44; CHT allo act: i

Following part:
SMILES	OX1R antag-1	OX1R antag-2	CHT allo act
O=C(O)c1cc2c(cc1NC(=O)C1CCCC1)OCCO2	8	-4	·
Cc1cccc(NC(=S)NNC(=O)c2csc(C)c2)c1	11	-6	i
CCC(CO)N=CC1=C(O)CC(C)(C)CC1=O (stereo unspecified)	12	-14	i
COc1ccccc1/C=C(\NC(=O)c1cccc(C)c1)C(=O)Nc1ccccn1	-5	2	i
C/C(=N\OC(=O)NC1CCCCC1)c1sc(-c2ccccc2)nc1C	7	-24	i
O=C(COC(=O)C1=COCCO1)Nc1ccccc1Oc1ccccc1	7	4	i
COc1ccc(-c2nnc(NC(=O)CS(=O)(=O)c3ccc(F)cc3)o2)c(OC)c1	26	-7	i
CC1CCCCC1NC(=O)c1cc(S(=O)(=O)N2CCOCC2)ccc1Cl (stereo unspecified)	9	-33	·
Cc1ccc(N(CC(=O)NCCSCc2ccco2)S(=O)(=O)c2ccc(C)cc2)cc1	17	-31	i
CC1=C(C(=O)NCCN2CCOCC2)C2(CCC(C)CC2)OC1=O (stereo unspecified)	5	-3	i
O=C(Cn1ncc2c1-c1ccccc1OC2)N(Cc1ccco1)C1CCCCC1	37*	-10	i
CC(Oc1ccccc1)C(=O)N1CCN(c2ncccn2)CC1 (stereo unspecified)	3	2	·
COc1ccc(S(=O)(=O)N2CCN(C(=O)CCOc3ccccc3)CC2)cc1OC	-2	-25	·
CCc1nnc(NC(=O)c2ccc(N(C)S(=O)(=O)c3ccccc3)cc2)s1	23	-13	i
CC1=NNC(=O)C1C(c1cccc(O)c1)C(C#N)C#N (stereo unspecified)	3	0	i
CN(C)c1ccc(C(=O)OCC(=O)N2CCCC2)cc1	1	0	i
CCN(Cc1ccccc1)Cc1nc(CCc2ccccc2)no1	3	-14	i
Cc1cc2[nH]c(=O)c(=O)[nH]c2cc1S(=O)(=O)NC1CCC(C)CC1 (stereo unspecified)	9	2	i
COc1cc(NC(=O)c2ccc3c(=O)n(Cc4ccco4)c(=S)[nH]c3c2)cc(OC)c1OC	7	-11	i
CC1CC(C)CN(S(=O)(=O)c2ccc(C(=O)NCc3ccco3)cc2)C1 (stereo unspecified)	10	-15	i
CCOC(=O)c1c(-c2ccc(C)cc2C)csc1NC(=O)CSc1nnnn1C	19	43	i
COC(=O)CNS(=O)(=O)c1ccc(OC)cc1	17	-12	i
CCOC(=O)N1CCN(C(=O)c2cccc(S(=O)(=O)Nc3ccc(OC)cc3)c2)CC1	19	-45	i
NC(=O)c1ccc(NC(=O)COC(=O)C2(c3cccc(F)c3)CCCC2)cc1	9	-12	i
CC(CNC(=O)c1ccc(OC2CCN(Cc3ccccn3)CC2)cc1)Oc1cccnc1 (stereo unspecified)	3	-6	i
Next part.
SMILES	OX1R antag-1	OX1R antag-2	CHT allo act
COc1ccc(NC(=O)CSCC(=O)Nc2ccc(C)c(S(=O)(=O)N3CCCCCC3)c2)cc1	16	-15	i
COC(=O)c1ccc2c(C)c(C(C)(C)O)[nH]c2c1	10	0	i
COc1ccc(NC(=O)CSc2ncnc3c2nnn3-c2ccc(F)cc2)c(OC)c1	27	-21	i
C[C@H](CO)N1C[C@H](C)[C@@H](CN(C)S(=O)(=O)c2ccccc2)Oc2c(NC(=O)Nc3ccccc3)cccc2C1=O	-1	-9	·
COc1cc(S(C)=O)ccc1-c1nc2ncccc2[nH]1 (stereo unspecified)	23	-2	i
COc1ccc(CN2C[C@H]3CCCN3c3cc(Br)ccc3S2(=O)=O)cc1	9	10	·
O=C(CN(Cc1ccc2c(c1)OCO2)C(=O)CSc1nc2ccccc2o1)NC1CCCCC1	23	-27	i
CCSc1nc(-c2ccco2)ccc1C#N	19	-18	i
O=C(/C(=N/N=C/c1ccc(O)c(O)c1)c1ccccc1)c1ccccc1	6	-5	i
O=C(N/N=C\c1ccccc1)c1sccc1-n1cccc1	9	-31	i
CC1C/C(=N\NC(=O)c2cccnc2)CC(C)(C)C1 (stereo unspecified)	10	6	i
O=C(Cc1cccs1)N(c1ccc(Br)cc1)C1C=CS(=O)(=O)C1 (stereo unspecified)	1	-6	i
CC1CN(S(=O)(=O)c2ccccc2)C(C)N1C(=O)N1CCOCC1 (stereo unspecified)	13	-6	i
CC1CC1C(=O)OCC(=O)NC(=O)NCc1ccco1 (stereo unspecified)	12	-9	i
CCOC(=O)C1(CCCc2ccccc2)CCN(C(=O)Cc2nonc2C)CC1	14	-2	i
O=C(O)c1ccc2c(c1)C(=O)N(c1ccc([N+](=O)[O-])cn1)C2=O	12	-7	i
CCOc1ccc(Nc2ccc(C(=O)O)cc2[N+](=O)[O-])cc1	35	-18	i
COc1ccc(C(=O)Cc2ccccc2)cc1OC	17	-4	i
O=C1CCCN2N=C(SCC(=O)N3N=C(c4ccc(Br)cc4)CC3c3ccc(F)cc3)SC2=N1 (stereo unspecified)	16	-36	i
C/C(=N/NC(N)=S)c1cc2ccc(O)cc2oc1=O	18	-6	i
O=c1cnnc(N/N=C/c2cccs2)[nH]1	26	2	i
O=C(NCc1ccc(F)cc1)C1CC(=O)N(Cc2ccco2)C1 (stereo unspecified)	22	-9	i
Cc1nc(SCC(=O)N2CCOCC2)c2c(C)c(C)sc2n1	27	-8	i
Cn1cc(C(CC(=O)O)C(=O)O)c2ccccc21 (stereo unspecified)	13	-8	i
FC(F)C(F)(F)C1=CC(c2ccccc2)=NCCN1	21	-4	i
(more compounds)
SMILES	OX1R antag-1	OX1R antag-2	CHT allo act
COC(=O)Nc1ccc(C)c2nsnc12	12	-4	i
CC(C)CNC(=O)COC(=O)c1c2c(nc3ccccc13)/C(=C/c1cccs1)CC2	24	-21	i
Cn1c(=O)c2[nH]c(SCc3ccccn3)nc2n(C)c1=S	15	-18	i
Cc1oc2c(F)c(F)c(F)c(F)c2c1S(=O)(=O)Nc1cccc(C(F)(F)F)c1	37	-7	i
O=C(CC12CC3CC(CC(C3)C1)C2)NCc1ccc(F)cc1	20	-17	i
Cc1cc(C)cc(NC(=O)[C@@H](NC(=O)c2ccco2)C(C)C)c1	59	-20	i
COc1ccc(-c2cc(C(=O)OCC(=O)c3cccc([N+](=O)[O-])c3)c3cc(C)ccc3n2)cc1	6	-14	i
COc1ccc(OC)c(/C=N/NC(=O)CSc2cc(C)nc3c(OC)cccc23)c1	21	-32	i
Cc1cc(NC(=O)C(C)SCC(=O)Nc2cc(C(F)(F)F)ccc2N2CCOCC2)no1 (stereo unspecified)	29	-24	i
COc1cc(C(=O)N2CCN(Cc3ccc4c(c3)OCO4)CC2)c([N+](=O)[O-])cc1OC	11	-4	i
Cc1nn(C)cc1/C=N/NC(=O)Cn1nccc1C	12	-6	i
CCC/C=C1/CCCOC(C(=O)NCc2ccccn2)(C(F)(F)F)C1 (stereo unspecified)	23	-12	i
COc1ccc(C(=O)c2ccc(N(C)C)cc2)c2ccccc12	22	58*	i
O=c1[nH]c2cc3c(cc2cc1CN(Cc1ccco1)C(=S)NCC1CCCO1)OCCO3 (stereo unspecified)	21	-27	i
O=C(CSc1nnc(CN2CCCCC2)n1-c1ccccc1)c1ccc2c(c1)OCO2	20	-25	i
Cc1nc(/C=[N+](\[O-])C(C)(C)/C=N/O)n(O)c1C	9	-5	i
C#CCNC(=O)C1=C[C@@H](c2coc3ccccc3c2=O)C[C@@H](OCc2ccc(CO)cc2)O1	14	-8	i
Cc1ccc(S(=O)(=O)Nc2cccc(-c3ccc(N4CCCCCC4)nn3)c2)c(C)c1	2	-29	i
COc1ccc(C2Nc3ccccc3C(=O)N2c2ccccc2)cc1Cn1cc([N+](=O)[O-])cn1 (stereo unspecified)	7	-32	i
O=C(CC1SC(=Nc2ccccc2)N(CCc2c[nH]c3ccccc23)C1=O)Nc1ccccc1F (stereo unspecified)	13	-6	i
O=C(NCCc1ccccn1)C1CC(=O)N(Cc2ccccc2Cl)C1 (stereo unspecified)	3	-4	i
Fc1ccc(-n2c(Cc3ccccc3)nnc2SCc2nc(-c3ccc(Cl)cc3)no2)cc1	35*	-16	i
Cc1ccc(S(=O)(=O)CCc2nc3ccccc3n2CCC#N)cc1	15	-16	i
COC(=O)CN(C)C(=O)c1ccc(OC2CCN(S(=O)(=O)N(C)C)CC2)cc1	22	1	i
CC1CCCN(C(=O)CSc2nnc(-c3ccc(S(=O)(=O)N4CCOCC4)cc3)n2C)C1 (stereo unspecified)	9	-5	i

Copied from the list:
CC(C)CNC(=O)COC(=O)c1c2c(nc3ccccc13)/C(=C/c1cccs1)CC2 @ OX1R antag-2: -21
O=C(NCCc1ccccn1)C1CC(=O)N(Cc2ccccc2Cl)C1 (stereo unspecified) @ OX1R antag-1: 3
COc1cc(C(=O)N2CCN(Cc3ccc4c(c3)OCO4)CC2)c([N+](=O)[O-])cc1OC @ OX1R antag-2: -4
Cc1cc(C)cc(NC(=O)[C@@H](NC(=O)c2ccco2)C(C)C)c1 @ OX1R antag-2: -20
Cn1c(=O)c2[nH]c(SCc3ccccn3)nc2n(C)c1=S @ OX1R antag-1: 15
CC1CCCN(C(=O)CSc2nnc(-c3ccc(S(=O)(=O)N4CCOCC4)cc3)n2C)C1 (stereo unspecified) @ OX1R antag-1: 9
COc1ccc(-c2cc(C(=O)OCC(=O)c3cccc([N+](=O)[O-])c3)c3cc(C)ccc3n2)cc1 @ OX1R antag-2: -14

Back to the main list, starting three compounds before the break.
SMILES	OX1R antag-1	OX1R antag-2	CHT allo act
Cc1ccc(S(=O)(=O)CCc2nc3ccccc3n2CCC#N)cc1	15	-16	i
COC(=O)CN(C)C(=O)c1ccc(OC2CCN(S(=O)(=O)N(C)C)CC2)cc1	22	1	i
CC1CCCN(C(=O)CSc2nnc(-c3ccc(S(=O)(=O)N4CCOCC4)cc3)n2C)C1 (stereo unspecified)	9	-5	i
Cc1cc(C)c2nc(N3CCCC(C(=O)N4CCN(c5ncccn5)CC4)C3)sc2c1 (stereo unspecified)	14	-29	i
Cc1ccc(C(=O)N2CCC3(CC2)Oc2ccc(F)cc2C(=O)C32CC(c3ccccc3)=NO2)s1 (stereo unspecified)	25	-10	i
CCN(CC)S(=O)(=O)c1ccc(S(=O)(=O)NCc2cccs2)cc1	26	-14	i
CCC(C)(C)NC(=O)CN(C(=O)c1snc(C(N)=O)c1N)c1ccc2c(c1)OCO2	15	-29	i
CC(C)CCNC(=O)C(CC(C)C)N(Cc1ccc2c(c1)OCO2)C(=O)c1snc(C(N)=O)c1N (stereo unspecified)	21	-53	i
O=c1[nH]c(/C=C\c2cccc(Cl)c2)nc(O)c1[N+](=O)[O-]	14	-6	i
Cc1ccccc1CC(=O)N1CCCC(CCC(=O)N2CCN(c3ccccn3)CC2)C1 (stereo unspecified)	13	-24	i
COc1cc(OC)c(C(=O)OCC(=O)c2cc(C)n(CC3CCCO3)c2C)cc1OC (stereo unspecified)	11	-19	i
CCCCC[C@H](O)/C=C/[C@@H]1[C@@H](C/C=C\CCCC(=O)O)[C@@H](O)C[C@H]1O	18	-10	i
